# Mot1-301 SUMO: blocks SUMOylation pathway, rescuing yeast Mot1-301 growth; S. cerevisiae Mot1-301 growth rescue, ATP luminescence, 38.5C; percent above DMSO median, 100 means doubled; 320,000 compounds, 1% hits; growth rescue, % at 18.8 µM; AID 2716;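 active = every valid replicate shows activation above 250% relative to neutral control wells; inactive = the rest, any valid replicate at or below 250%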;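 also: OY570 slx delta 5 strain wells were the positive control but not used for scaling; some compounds called inactive have numbers as strong as hits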
# PfHsp90 set2: inhibits growth of yeast expressing Plasmodium falciparum Hsp90. S. cerevisiae expressing PfHsp90, BacTiter-Glo ATP, 48 h; yeast lacking PDR1 and PDR3 efflux regulators. 310,000 compounds, 0.32% hits. inhibition, % at 9.4 µM;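 active = every replicate shows inhibition above about 80%, whatever the replicate mean, limit read from the data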;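 also: 0% = DMSO neutral controls and 100% = 20 µM radicicol positive controls; yeast relying on Plasmodium falciparum Hsp90 in place of its own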
# DSG3 Ab inh: blocks pemphigus antibody binding to human desmoglein-3; P32926; 310,000 compounds, 0.48% hits; DSG3-coupled beads, scFv-anti-DSG3-GFP binding, flow cytometry; active compounds read low; binding (percent of control), % at 10 µM; AID 588358;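 active = binding more than 3 SD below its plate's average and above zero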;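 also: hits lower antibody fragment binding to DSG3; some compounds called inactive have numbers as strong as hits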
# Target sequence (P32926 whole entry, looked up, the tested form may be a part): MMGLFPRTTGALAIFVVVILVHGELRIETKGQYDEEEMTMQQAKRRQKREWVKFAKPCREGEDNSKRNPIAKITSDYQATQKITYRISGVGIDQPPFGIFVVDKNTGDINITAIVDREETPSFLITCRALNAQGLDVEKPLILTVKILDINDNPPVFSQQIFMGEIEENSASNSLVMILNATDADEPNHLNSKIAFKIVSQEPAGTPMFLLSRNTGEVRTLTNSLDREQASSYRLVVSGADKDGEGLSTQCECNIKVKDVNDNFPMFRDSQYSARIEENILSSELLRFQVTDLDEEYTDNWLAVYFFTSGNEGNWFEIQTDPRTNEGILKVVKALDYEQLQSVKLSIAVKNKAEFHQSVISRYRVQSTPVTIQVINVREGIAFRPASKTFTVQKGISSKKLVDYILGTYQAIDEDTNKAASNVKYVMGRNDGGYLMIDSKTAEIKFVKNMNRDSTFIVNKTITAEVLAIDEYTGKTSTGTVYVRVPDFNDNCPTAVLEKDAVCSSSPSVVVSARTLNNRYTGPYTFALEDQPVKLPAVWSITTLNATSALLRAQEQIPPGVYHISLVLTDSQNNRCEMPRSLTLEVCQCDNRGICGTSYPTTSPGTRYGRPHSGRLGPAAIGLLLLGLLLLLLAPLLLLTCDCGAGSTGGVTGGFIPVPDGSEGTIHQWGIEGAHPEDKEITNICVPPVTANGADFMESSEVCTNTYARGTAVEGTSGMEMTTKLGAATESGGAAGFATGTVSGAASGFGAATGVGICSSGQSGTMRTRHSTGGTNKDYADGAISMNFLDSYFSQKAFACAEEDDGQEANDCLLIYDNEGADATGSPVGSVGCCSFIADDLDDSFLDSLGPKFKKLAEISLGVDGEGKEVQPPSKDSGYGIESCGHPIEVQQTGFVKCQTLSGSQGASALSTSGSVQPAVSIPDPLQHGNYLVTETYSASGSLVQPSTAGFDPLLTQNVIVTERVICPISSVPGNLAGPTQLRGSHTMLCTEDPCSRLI
# phage Ecoli inh: E. coli growth loss with phage present; growth absorbance; inhibition, % at 11.9 µM; 360,000 compounds, 0.26% hits; AID 651602; in the data active = inhibition above about 11%
# Ecoli viability: bacterial growth inhibition, counter-screen for AddAB inhibitors; E. coli V3065 growth, OD600 absorbance, 18 h; AID 449728; inhibition, % at 11.9 µM; 330,000 compounds, 0.27% hits;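 active = inhibition above the campaign's mean inhibition across all tested compounds plus 3 SD, cut at about 9.9% in these data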;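 also: uninfected addAB+ strain grown without phage in ampicillin broth; 0% = DMSO wells and 100% = ciprofloxacin 0.95 µg/ml wells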
# AddAB inh: less growth of phage-infected E. coli with AddAB; E. coli expressing H. pylori AddAB, absorbance growth; inhibition, % at 11.9 µM; 330,000 compounds, 0.29% hits; AID 435030; in the data active = inhibition above about 12%;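 also: 0% = vehicle wells of infected cells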
# HTR5A ag: HTR5A agonism, opioid heterodimer counter-screen | P47898 | HTR5A agonist assay, luminescence, cell-based | activation, % at 9.3 µM | 340,000 compounds, 0.61% hits | AID 504692; in the data active = activation mostly above about 9.5%, no sharp cut-off; inactive = mostly below about 7.6%;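 also: 0% = cells with vehicle only and 100% = reference agonist; strong numbers were not always called active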
# MOR-DOR inv ag: inverse agonist of human OPRM1-OPRD1 heterodimerization; P35372+P41143; cell-based MOR-DOR heterodimer luminescence, inverse agonism; inhibition, % at 9.3 µM; 340,000 compounds, 0.21% hits; AID 504357; in the data active = inhibition above about 22%, passing the limit was not always enough;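 also: 0% = cells with DMSO and 100% = wells without cells with DMSO; values of inactives mirror those of a sister screen read the other way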
# PKA-R1A act: activators of PKA-R1A complex; P00514+P68181; PKA-R1A dissociation, Cy5-IP20 fluorescence polarization; scaled: DMSO 0%, 113 µM cGMP 100%; activation, % at 11.4 µM; 340,000 compounds, 0.083% hits;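 active = percent activation above the mean of all tested compounds plus 3 SD, cut at about 19% in these data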;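 also: higher means more PKAc released from R1A so a rise in polarization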
# OPRM1-OPRD1 ag: agonists of human mu-delta opioid receptor heterodimerization; activation, % at 9.3 µM; AID 504326; 340,000 compounds, 0.3% hits; P35372+P41143; cells, OPRM1-OPRD1 heterodimerization, luminescence; in the data active = activation above about 18%;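 also: 0% = vehicle-treated cells and 100% = reference agonist; values of inactives mirror those of a sister screen read the other way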
# HTR5A inv ctr: inverse agonist of human HTR5A in OPRM1-OPRD1 counter-screen. P47898. HTR5A cell line, luminescence, inverse agonism. inhibition, % at 9.3 µM. 340,000 compounds, 0.083% hits; in the data active = inhibition mostly above about 23%, no sharp cut-off; inactive = mostly below about 18%;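 also: 0% = cells with DMSO and 100% = no-cell wells with DMSO; some compounds called inactive have numbers as strong as hits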
# The depositor's hits bear a star; / = not tested or not shown.
Molecule	Mot1-301 SUMO	PfHsp90 set2	DSG3 Ab inh	phage Ecoli inh	Ecoli viability	AddAB inh	HTR5A ag	MOR-DOR inv ag	PKA-R1A act	OPRM1-OPRD1 ag	HTR5A inv ctr
O=C(O)CSC(C(=O)Nc1ccc(C(F)(F)F)cc1)c1ccccc1 (stereo unspecified)	2.0	-13.0	111.3	-0.5	-4.4	1.3	0.2	11.3	-11.9	-2.0	-1.5
COc1ccc(CN2CC(C(=O)NCCN3CCOCC3)CC2=O)cc1 (stereo unspecified)	/	-0.1	105.8	2.9	-1.9	0.0	-2.0	-13.1	-1.4	2.3	15.4
Cc1occc1C(=O)NC(C)C12CC3CC(CC(C3)C1)C2 (stereo unspecified)	-19.6	-46.7	80.6	4.7	-0.7	3.6	1.1	6.0	-1.4	-1.2	-3.0
CCCCn1c(N)c(N(CCOC)C(=O)COc2ccc(OCC)cc2)c(=O)[nH]c1=O	11.1	6.1	104.5	3.4	1.4	1.4	1.2	7.9	-2.8	-1.2	-3.1
N#Cc1cc(Oc2ccc(Cl)cc2)c(N2CCOCC2)cc1C#N	19.3	/	/	2.5	2.0	0.2	-3.2	7.5	-4.8	-1.3	-8.7
CC1(C)CC(=O)C(N=Nc2c(Cl)cc(Cl)cc2Cl)=C(O)C1	-0.9	-11.3	/	1.1	3.4	1.8	3.1	14.3	2.9	-2.8	-29.8
CN(C)S(=O)(=O)c1ccc(NC(=O)CN2CCN(c3ccccn3)CC2)cc1	12.5	-11.3	/	5.2	0.0	4.6	-3.5	2.0	-10.5	-0.4	12.3
COCc1cc(=O)c2ccccc2o1	-12.9	3.8	104.0	2.5	-0.7	2.4	-3.0	11.0	-0.1	-2.4	-2.5
CN(C(=O)c1cc(COc2c(F)cccc2F)on1)C1CCOC1 (stereo unspecified)	1.2	8.3	/	1.8	0.3	0.5	1.2	0.9	-12.4	-0.2	-10.9
O=C(NCCO)c1ccc2c3n(nc2c1)-c1ccc(Cl)cc1CO3	-7.1	6.1	104.8	2.5	-3.5	-0.9	-2.5	13.4	-12.6	-2.4	-17.3
CC(=O)Nc1nc2ccc(S(=O)(=O)N3CCCC3)cc2s1	1.1	11.6	123.8	3.7	-2.2	1.3	1.0	-20.6	2.3	3.6	-3.7
Cc1ccc(N2CC(C(=O)NCCC(C)C)CC2=O)cc1 (stereo unspecified)	2.7	/	85.3	1.2	0.3	1.8	-7.2	-4.1	1.5	0.8	15.7
COc1ccc(C(C)=O)cc1CN1C(=O)NC2(CCCCC2C)C1=O (stereo unspecified)	114.9	-4.2	103.1	2.4	-2.2	3.2	0.8	3.5	-4.7	-0.8	-2.3
Cc1ccsc1CN(C)CC(=O)NCC(=O)Nc1ccc(F)cc1	-20.0	-9.0	95.8	0.8	-0.7	-0.4	-3.2	7.7	-10.6	-1.8	7.9
Cc1cccc(NC(=O)Nc2ccc(OCc3ccccc3)cc2)n1	-13.6	-35.4	111.9	2.9	-1.2	3.5	3.9	5.7	-5.3	-1.2	-13.9
CN1CCN(c2nc(C#N)cc(-c3ccccc3)n2)CC1	18.8	/	104.8	2.8	-0.7	3.2	2.4	14.7	11.3	-3.0	-5.2
CC(C)(C)OC(=O)N1O[C@H]2CC1[C@@H]1[C@@H]2N=NN1CCc1ccncc1	/	-17.6	88.2	3.1	0.9	1.9	0.3	14.9	-3.6	-3.0	-1.5
Nc1nonc1-n1nnc(C(=O)N/N=C/c2ccc(Cl)cc2Cl)c1CN1CCOCC1	1.0	25.5	104.3	-3.0	-1.6	1.6	5.9	2.4	6.7	-0.4	-15.9
O=C(O)CCNS(=O)(=O)c1cccc(Br)c1	/	19.7	92.3	2.8	-0.7	2.5	3.6	14.4	-4.2	-2.8	-9.9
O=C1c2ccccc2-c2cccc(C(=O)N3CCCCCC3)c21	-16.2	13.0	100.7	1.1	0.9	2.6	-0.6	-4.5	7.7	0.9	1.6
O=C(Nc1c2c(nn1-c1ccccc1)CS(=O)(=O)C2)C1CCCC1	1.4	4.7	/	1.4	0.7	1.3	0.2	9.8	-0.4	-1.8	9.5
CSc1ccc(CN2CCCC(CO)(Cc3ccccc3)C2)cc1 (stereo unspecified)	30.3	-2.2	114.2	5.7	1.3	1.2	-3.0	-20.4	-3.7	4.0	7.8
CCOc1ncnc2c1oc1nc(CC(C)C)c3c(c12)CC(C)(C)OC3	-9.7	-7.4	104.2	1.2	0.7	2.4	-1.2	7.0	3.4	-1.3	-11.3
C[C@H]1CN(S(=O)C(C)(C)C)[C@H](CCO)/C1=C\c1ccccc1 (stereo partly specified)	/	0.9	108.5	-0.4	/	/	-3.4	6.1	-15.5	-1.3	11.5
COc1ccc(NC2CCCN(C(=O)CCc3ccccc3F)C2)cc1 (stereo unspecified)	-8.7	-14.1	/	-1.4	1.8	0.6	3.3	5.0	8.4	-1.0	4.3
Cc1ccc2nc(C)c(C(=O)N/N=C/c3ccco3)cc2c1	1.1	1.5	101.1	0.9	0.4	-0.3	0.9	0.8	-4.3	-0.1	-2.4
CC(=O)NC12CC3CC(C1)CC(C(=O)OCC(=O)Nc1c(F)cccc1F)(C3)C2	2.5	9.2	96.5	-0.4	0.2	3.0	-2.1	6.7	3.9	-1.7	-20.8
CC(=O)Nc1c(F)c(F)c(F)c(F)c1F	-7.1	10.6	103.4	1.6	-0.9	3.2	4.5	9.9	-15.9	-2.1	-15.5
COc1ccc(NC(C)=O)cc1NC(=O)C1CCN(C(=O)Nc2ccccc2)CC1	-6.1	-7.5	-15.0	1.9	-2.1	0.0	-2.0	4.0	-9.3	-0.6	5.2
O=C(NCc1ccccn1)c1c(Cl)cccc1Cl	-2.8	-5.8	105.5	-0.2	-1.6	2.2	0.2	5.4	-1.3	-1.3	15.6
CCN1CCN(C(=O)c2cc(-c3ccc(Cl)s3)nc3ccccc23)CC1	/	-10.8	104.2	0.3	/	/	-1.3	8.6	-6.0	-1.2	19.6
COC(=O)C1=C(C)NC2=C(C(=O)c3ccccc32)C1c1cccc(OC)c1 (stereo unspecified)	-24.8	-15.2	105.5	0.6	0.2	0.9	2.7	18.4	-7.7	-3.6	-12.9
CC(=O)N/C(=C/c1ccc2c(c1)OCO2)C(=O)NCCCO	-10.3	-6.9	98.4	4.2	0.0	1.9	9.7	-1.1	-2.1	0.2	-27.2
COc1ccc(NC(=O)[C@@H]2CC=C[C@@H]3CCN(Cc4ccc(Cl)c(Cl)c4)C(=O)[C@@H]32)cc1	-14.5	/	110.5	2.5	0.9	0.8	-0.5	-20.9	-10.1	3.8	4.3
Cc1ccc(NC(=O)[C@H](C)NC(=O)C2CCN(C(=O)[C@@H](NC(=O)OC(C)(C)C)C(C)C)CC2)cc1	-9.0	20.3	101.0	1.7	-0.8	1.2	1.2	-3.3	15.7	0.7	-4.4
Cc1ccc(C(C)C)c(OCC(=O)NN=C2CCCCCCC2)c1	-15.4	9.0	105.8	1.9	0.3	5.5	7.4	-24.4	-3.0	5.4	3.1
Cc1cc(C(=O)CSc2nnc(-c3ccc(Cl)cc3)n2CC2CCCO2)c(C)n1C (stereo unspecified)	-21.4	2.9	/	2.8	-1.2	-1.1	8.9	6.9	-11.2	-1.1	-2.9
CC(Sc1nnc(CN2CCCC2)n1Cc1ccccc1)C(=O)Nc1ccc(F)cc1 (stereo unspecified)	5.3	-3.6	98.4	-0.7	-1.3	-0.7	1.4	4.9	2.2	-0.9	16.7
CCCCn1c(N)c(N(CC(C)C)C(=O)CCCc2nc3ccccc3c(=O)[nH]2)c(=O)[nH]c1=O	-4.8	16.5	95.7	2.8	0.9	0.0	-4.4	5.9	2.1	-0.9	13.4
COc1ccc(C(CNC(=O)c2cccc(Br)c2)N2CCCC2)cc1 (stereo unspecified)	-0.7	-4.0	105.2	2.8	-0.4	1.9	0.2	-0.3	4.3	0.1	1.3
CC1CCCCC1NC(=O)CSc1nnc(CC(=O)Nc2ccccc2F)n1C (stereo unspecified)	-18.7	-5.4	/	0.8	2.6	2.4	-6.7	2.1	-4.5	-0.3	17.8
CN(C)c1nc(Nc2ccc(F)cc2)nc(Oc2ccc(F)cc2)n1	15.0	15.9	98.4	3.0	0.7	0.8	1.3	-34.4	-7.3	7.2	-4.8
CC(NC(=O)c1ccccc1F)C1CC1 (stereo unspecified)	-20.0	39.0	103.2	2.4	1.8	6.7	1.8	-14.8	2.6	2.3	6.6
Cc1cc2oc(=O)cc(CN(C)Cc3ccccc3)c2cc1C(C)C	4.7	7.2	92.0	0.7	1.6	-0.9	4.7	-7.6	1.5	1.5	-17.2
COc1nc(-c2ccc(Cl)cc2Cl)nc2ccccc12	-11.9	3.6	101.6	0.9	-1.2	2.2	5.9	-12.0	-1.3	2.5	-22.0
O=c1oc2ccccc2c(Nc2cc3ccccc3cc2O)c1[N+](=O)[O-]	-6.0	13.6	98.7	0.3	-2.8	0.5	2.1	-8.0	-17.2	1.5	-5.9
Cc1ccccc1NC(=O)Cn1nnc2c(cnn2-c2ccc(F)cc2)c1=O	76.0	5.8	106.5	0.5	-0.7	-0.6	-2.9	3.9	-5.8	-0.7	11.9
O=C1C=C(O)CC(c2ccc(Cl)cc2)C1 (stereo unspecified)	-9.5	4.0	103.6	2.7	-2.8	1.1	-1.3	3.0	0.7	-0.5	23.6
CCc1nc(N)c(C#N)c(-c2cccnc2)c1C	5.5	20.4	97.0	3.0	-0.9	-0.2	1.7	9.4	2.4	-1.9	1.8
Cc1ccc(S(=O)(=O)/N=C2/NC(=O)/C(=C/c3cccnc3)S2)cc1	22.5	-7.8	101.3	0.2	1.1	3.9	3.6	25.0	-10.4	-5.1	-8.6
CCOc1cc(/C=C2\C(=O)ON=C2c2ccccc2)ccc1OC	7.3	-2.3	98.6	3.1	-1.9	-1.9	-0.9	4.2	-5.1	-0.9	3.1
CN(C)S(=O)(=O)n1cc(/C=C(\NC(=O)c2ccccc2Cl)C(=O)N2CCOCC2)c2ccccc21	-4.7	11.7	96.5	3.0	0.7	1.0	4.6	3.0	2.1	-0.6	-18.5
COc1cc(S(=O)(=O)N2CCn3cccc3C2C)ccc1NC(C)=O (stereo unspecified)	34.2	-5.8	102.3	-0.9	-2.9	0.0	-0.9	8.2	-4.2	-2.1	2.2
CN(C)CCCN(C(=O)c1ccco1)c1nc2ccc(Br)cc2s1	22.8	-7.4	107.1	3.3	-2.3	0.5	-2.2	3.0	-7.5	-0.6	7.0

# Compound activity as filed in PubChem BioAssay.

# Compounds were not picked by outcome (roughly 3.2% active in at least one column).
